Screening results from PubChem BioAssay.
BCR signal inh: chronic active BCR signaling inhibition | ABC-DLBCL IkBa-CBG/CBR reporter, luminescence ratio, 4 h | Potency, µM (doses to about 46.1 µM), without a hit: top-dose ratio change, negative = lower green/red ratio, usual class: inhibitors | 0.05% of 340,000 active | AID 493014; active means well fitted inhibition curve with a large enough effect in the signal ratio, with a control signal flat, not every such curve was filed as active; inconclusive means small, poorly fitted or top-dose-only effect, or effect the other way, or a change in a side signal; the % refers to the signal ratio;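 further: potency means the concentration at half of the fitted maximal effect; plate controls were basal doxycycline-induced cells for no effect and cells given 10 µM MG132 for full effect; MG132 reads +100%, hits lower the ratio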
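TMD8 human ABC-DLBCL cells with doxycycline-inducible IκBα–green luciferase fusion and unfused red luciferase, in 0.5% FBS medium; compounds up to 46 uM, 4 h at 37C. Green/red luminescence ratio, filter-overlap corrected, fitted to concentration-response curves.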
ELG1 repair inh: blocks ELG1-dependent DNA repair in HEK293T cells; HEK293T ELG1-luciferase reporter, luminescence, 16 h; DNA damage induced by 5-fluorouridine; Potency, µM (titrated, usually from 46.1 µM), for inactives: at the top dose activity change, negative = inhibition, hits mostly inhibitors; 2.3% of 330,000 active; further: potency means the concentration at half of the fitted maximal effect; on the % scale 0 is the no-effect control and ±100 the full control effect; nearly all actives have a fitted effect of over 55% in size
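Reporter activity after DNA damage by 5-fluorouridine is monitored. Compound-treated cells incubate 16 hr at 37 °C, then ONE-Glo is added for 30 min before luminescence reading.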
Mito fusion act: blocks mitochondrial division or promotes mitochondrial fusion | S. cerevisiae fusion-defective mutant growth rescue, CellTiterGlo 48 h | Potency, µM (doses to about 46.1 µM), for inactives: at the top dose growth rescue (activation), actives largely listed as activators | AID 485298 | 0.23% of 320,000 active;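 further: potency means the concentration at half of the fitted maximal effect; % of control where 0% means no effect; nearly all actives have a fitted effect of over 45% in size; temperature-sensitive fusion mutants such as fzo1-1 at 37 °C on non-fermentable ethanol glycerol medium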
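Read-out: ATP-based luminescence (CellTiterGlo, 10 min ambient) reporting growth of fusion-defective ts yeast after 48 hours at 37C on glycerol/ethanol YPEG medium in the presence of compound.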
A-T KAP1 phos: potential ataxia-telangiectasia treatments restoring KAP-1 phosphorylation; Potency, µM (series often up to 57.5 µM), inactives show top-dose activation, most hits filed as activators; 0.19% of 320,000 active; […] A-T fibroblasts, KAP-1 phosphorylation AlphaLISA; neocarzinostatin DNA damage 30 min before lysis; further: potency means the concentration at half of the fitted maximal effect; % of control where 0% means no effect; nearly all actives have a fitted effect of over 45% in size
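hTERT-immortalized A-T patient fibroblasts ([…]), 500 cells/well in OPTI-MEM, 1% FBS, got compounds for 60 min, then NCS for 30 min at 37C. Lysates were then assayed for phospho-KAP-1 by AlphaLISA (anti-pKAP1 donor, anti-KAP1 acceptor beads), 6 hr at 25C.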
Tb PFK block: T. brucei PFK enzyme inhibition; O15648; T. brucei PFK, ADP-Glo luminescence; Potency, µM (titrated, usually from 57.5 µM), for inactives: top-dose activity, negative = inhibition, most hits filed as inhibitors; 0.17% of 330,000 active; AID 485367;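 further: potency means the concentration at half of the fitted maximal effect; 0% = uninhibited 1x PFK enzyme wells and -100% = no-enzyme wells; nearly all actives have a fitted effect of over 60% in size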
Target sequence (O15648 whole entry, looked up): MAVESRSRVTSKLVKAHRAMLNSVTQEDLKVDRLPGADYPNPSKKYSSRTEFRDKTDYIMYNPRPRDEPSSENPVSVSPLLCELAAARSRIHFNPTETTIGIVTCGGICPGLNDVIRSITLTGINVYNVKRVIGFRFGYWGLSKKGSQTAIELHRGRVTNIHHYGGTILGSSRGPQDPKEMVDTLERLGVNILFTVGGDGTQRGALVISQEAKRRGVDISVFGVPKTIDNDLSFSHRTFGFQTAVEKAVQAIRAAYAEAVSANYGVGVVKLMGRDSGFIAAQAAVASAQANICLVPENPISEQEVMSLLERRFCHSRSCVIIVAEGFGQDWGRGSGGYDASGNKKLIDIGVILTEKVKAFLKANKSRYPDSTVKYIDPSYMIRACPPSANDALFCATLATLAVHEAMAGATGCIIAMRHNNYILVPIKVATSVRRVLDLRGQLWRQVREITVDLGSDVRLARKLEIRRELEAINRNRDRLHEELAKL
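In TEA buffer at pH 8.0 with 5 mM MgCl2, enzyme (1.25 nM) converted F6P (0.5 mM) and ATP (0.1 mM) for 45 min at room temperature. ADP product was read by luciferase luminescence.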
TCR act: activators of T cell receptors | primary human leukocytes, anti-CD3, IL-2 HTRF, 48 h | Potency, µM (top dose mostly 9.22 µM), inactives show top-dose activation of IL-2 secretion, most hits filed as activators | 330,000 tested, under 10 active; further: % of control where 0% means no effect
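Primary human leukocytes receive a-CD3 beads and test compound and are incubated 48 hr. Secreted IL-2 is then assayed by HTRF, measuring 665nm acceptor emission after 320nm excitation of the europium donor.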
a7 integrin act: integrin-mediated muscular dystrophy alleviation activation; alpha7betagal myoblasts, beta-gal FDG fluorescence, 48 h; Potency, µM (doses to about 38.3 µM), without a hit: at the highest dose activation, most hits filed as activators; 0.064% of 350,000 active;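 further: potency means the concentration at half of the fitted maximal effect; 100% = response of the positive control SU9516; nearly all actives have a fitted effect of over 60% in size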
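alpha7betagal+/- myoblasts (passage 13, 250/well) treated 48 h at 37C with compounds at 1:260 dilution of DMSO stock. Lysed, then beta-galactosidase activity read as FDG fluorescence (ex 480/em 540) after 30 min, with pre-read for autofluorescence.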
PTAP TSG101 blk: blocks PTAP/TSG101 interaction to inhibit HIV-1 budding | 340,000 tested, under 10 active | Q99816 | Potency, µM (doses to about 115 µM), inactives show at the highest dose activity change, negative = inhibition, usual class: inhibitors | AID 493005 | Fluorescence polarization, FITC-PTAP peptide / Tsg101 binding; active means well fitted inhibition curve with a large enough effect in the main read-out, with a control signal flat, not every such curve was filed as active; inconclusive means small, poorly fitted or top-dose-only effect, or effect the other way, or a change in a side signal; inactive means no such curve, though single readings can be large or run the other way; further: potency means the concentration at half of the fitted maximal effect; % of control where 0% means no effect
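Fluorescence anisotropy tracks displacement of a FITC-tagged PTAP peptide (50 nM) from the Tsg101 binding domain (10 uM), following a 20 min room-temperature incubation at pH 7.5.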
S-ASM inh: human S-ASM enzyme inhibition; placental ASM, HMU-PC fluorogenic substrate, 60 min; 0.006% of 340,000 active; Potency, µM (highest dose often 57.5 µM), for the others: at the highest dose activity change, negative = inhibition, usual class: inhibitors; P17405; further: potency means the concentration at half of the fitted maximal effect
Target sequence (P17405 47-631 limits assumed): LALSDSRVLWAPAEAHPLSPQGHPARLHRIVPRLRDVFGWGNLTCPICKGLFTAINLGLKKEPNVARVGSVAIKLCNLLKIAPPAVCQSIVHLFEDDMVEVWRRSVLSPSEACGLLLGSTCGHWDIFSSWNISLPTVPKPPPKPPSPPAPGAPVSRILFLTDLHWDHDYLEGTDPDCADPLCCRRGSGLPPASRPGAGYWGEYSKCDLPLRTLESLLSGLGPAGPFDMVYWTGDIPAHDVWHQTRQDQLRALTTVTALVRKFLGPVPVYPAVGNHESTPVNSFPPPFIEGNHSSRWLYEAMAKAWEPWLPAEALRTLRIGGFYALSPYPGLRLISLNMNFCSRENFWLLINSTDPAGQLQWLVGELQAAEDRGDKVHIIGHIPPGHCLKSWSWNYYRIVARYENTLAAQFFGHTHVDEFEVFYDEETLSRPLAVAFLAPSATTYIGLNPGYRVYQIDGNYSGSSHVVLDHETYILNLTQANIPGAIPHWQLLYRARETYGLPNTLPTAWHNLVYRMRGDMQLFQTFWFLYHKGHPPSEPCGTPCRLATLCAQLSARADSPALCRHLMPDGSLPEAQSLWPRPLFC
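qHTS format. ASM enzyme prepared from human placenta hydrolyses the fluorogenic substrate HMU-PC0 (9 uM final) over 60 min at 37 °C after a 10 min compound preincubation.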
TSHR antagonist: human thyrotropin receptor antagonism; AID 504810; 0.2% of 330,000 active; activity change, negative = inhibition, % at 11.5 µM; TSHR-expressing cells, TSH-stimulated cAMP HTRF, 2 h; stronger effect = lower value; P16473;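 active means activity change below a set negative limit, meaning inhibition stronger than a set level, cut at about -70% in these data; inconclusive means activity change between two set negative limits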; further: on the % scale 0 is the no-effect control and ±100 the full control effect
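Cell-based HTRF cAMP assay; TSHR cells + compound, TSH EC80 (4nM final), 2 h, 37 deg C. Lysis with anti-cAMP cryptate and cAMP-d2, 30 min RT, read 665/620 nm.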
Eya2 phos inh: Eya2 (human) phosphatase inhibition; recombinant Eya2, OMFP fluorescence dephosphorylation (OMFP is methylfluorescein phosphate); O00167; 0.006% of 330,000 active; Potency, µM (titrated, usually from 76.9 µM), inactives show at the highest dose activity, negative = inhibition, usual class: inhibitors; AID 488837; further: potency means the concentration at half of the fitted maximal effect; on the % scale 0 is the no-effect control and ±100 the full control effect
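Eya2 (0.2 uM) preincubated 10 min at ambient with compound, then OMFP substrate added at 50 uM; 10 min reaction in 50 mM HEPES pH 7.5, 50 mM NaCl, 5 uM MgCl2, 0.05% BSA, 1 mM DTT. Fluorescence read at Ex 485/Em 525 nm.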
* marks the source's active call; other numbers are inactive results; ? = inconclusive; . = not tested or not shown; [ ] = dose if it differs, or a comment. Unless noted, the call rests on the fitted dose curve; in most records, active means well fitted curve in the direction sought with a large enough effect; inconclusive means small, poorly fitted or top-dose-only effect, or another doubt; inactive means no such curve, though single readings can be large; an effect the other way counts as inactive or inconclusive. No enrichment for hits. Share with any hit: about 3.2%.

SMILES | BCR signal inh | ELG1 repair inh | Mito fusion act | A-T KAP1 phos | Tb PFK block | TCR act | a7 integrin act | PTAP TSG101 blk | S-ASM inh | TSHR antagonist | Eya2 phos inh
COc1ccc(/C=N/Nc2ncnc3sc4c(c23)CCCC4)cc1O | ? | 14.5% | 2.2% | -4.0% | 2.6% | 7.7%[46.1 µM] | -16.8% | -1.2% | ? | 14.1 | -1.9%
O=C(Cc1ccc(S(=O)(=O)N2CCCCC2)s1)Nc1ccc(F)c(F)c1 | 0.2% | -15.2% | -10.7% | 7.1% | -22.1% | -7.3%[46.1 µM] | 0.0% | -6.9% | -1.4% | -3.4 | 2.1%
CC1CC(=O)c2cnc(Nc3cccc(C(F)(F)F)c3)nc2C1 (configuration not stated) | ? | 5.9% | 8.0% | . | 0.2% | -2.6% | 0.3% | 0.7% | 6.0% | 0.7 | -6.4%
CC/C(=C1/C(=O)CC(C)(C)C(C(=O)OC)C1=O)N1CCCC1 (configuration not stated) | -5.0% | 5.2% | -3.5% | 0.6% | 0.2% | -1.0% | 14.6% | -2.3% | 4.1% | 19.2 | -3.8%
CCN1CCCC1Cn1cnc2c([nH]c3cccc(Cl)c32)c1=O (configuration not stated) | ? | -4.3% | 4.8% | -1.8% | 0.8% | -82.6% | -19.1% | -7.1% | -5.0% | -10.3 | -3.2%
CCOC(=O)N1CCN(C(=O)c2ccc(NS(=O)(=O)c3ccc4[nH]c(=O)[nH]c4c3)cc2)CC1 | 0.6% | -1.4% | 4.3% | 2.4% | -1.3% | 2.4% | -8.8% | -0.7% | -0.2% | -0.2 | -20.2%
CCC(=O)c1ccc(OCC(=O)N2CCCC2)c(OC)c1 | 15.3% | -0.7% | 0.5% | -1.4% | -10.9% | -1.9% | -20.3% | -2.7% | 3.4% | -12.2 | 2.7%
Cc1c(C(=O)NCC2CCCO2)cccc1[N+](=O)[O-] (configuration not stated) | -8.4% | 4.3% | 2.6% | -2.0% | 0.7% | -5.0%[46.1 µM] | -9.1% | -2.0% | 3.5% | 20.6 | -4.2%
COc1cccc(N2CCN(C(=O)c3ccc(CS(=O)Cc4ccc(C)cc4)o3)CC2)c1 (configuration not stated) | -11.4% | 14.6µM* | 5.0% | 2.6% | -1.3% | -2.4% | 0.0% | -2.9% | -0.7% | -4.0 | -6.5%
Cc1nc2n(COCCO)cnn2c(=O)c1Br | 0.5% | 13.3% | -2.6% | 0.4% | 0.2% | -1.1% | 30.8% | -5.5% | 4.0% | 4.7 | -1.6%
O=C1OC(Nc2nc(-c3ccc(F)cc3)cs2)c2ccccc21 (configuration not stated) | ? | -29.2% | -2.8% | 13.1% | -3.4% | 3.9% | -38.8%[inhibitor] | -9.2% | 11.1% | -3.8 | 13.2%
CS(=O)(=O)N(CCc1ccccc1)CC(=O)N1CCCCC1 | . | . | -3.2% | . | . | -0.7% | 5.5% | -3.8% | -2.8% | . | .
CN(Cc1nc2ccccc2c(=O)[nH]1)C(=O)c1cccc(S(=O)(=O)N2CCCCCC2)c1 | -1.6% | -19.2% | 2.5% | 1.6% | 0.0% | -5.2% | 17.5% | -1.9% | -1.4% | 22.4 | ?
COc1ccc2cc3cc(C(=O)NCCC(C)C)oc3nc2c1 | 11.6% | ? | 3.0% | 0.6% | -2.8% | -1.7% | 34.5% | 1.3% | 283.3%[activator] | -2.8 | -26.5%
Cc1ccc(C(C(=O)NC2CCCC2)N(Cc2ccc(F)cc2)C(=O)c2snc(C(N)=O)c2N)o1 (configuration not stated) | -8.8% | -5.8% | -7.5% | -7.1% | -8.6% | -3.8% | -15.5% | -4.7% | 213.2%[activator] | -6.8 | 10.4%
O=S(=O)(c1cccc(-c2cn3cc(Cl)ccc3n2)c1)N1CCOCC1 | 6.8% | -4.5% | -1.3% | -6.4% | -0.9% | 8.5% | -20.4% | -4.6% | -2.0% | -5.3 | -11.2%
Cn1c(N)c(C(=O)CCl)c(=O)n(Cc2ccccc2)c1=O | 2.5% | 20.6µM* | -2.6% | 4.6% | -2.4% | -9.0% | -7.6% | 0.4% | -1.3% | -0.4 | 7.9%
CCN1/C(=C/c2sc(-c3ccccc3C)c[n+]2C)Sc2ccccc21 | ? | ? | 13.4% | -0.4% | -0.9% | -5.2% | -12.3% | -5.6% | -1.7% | ? | 3.7%
CCCc1ccc(Oc2c(-c3ccc(O)c(C)c3O)n[nH]c2C)cc1 | -10.5% | ? | -31.8%[inhibitor] | -9.2% | 2.0% | -6.9% | -42.5% | -0.9% | ? | -15.2 | -12.2%
N/C(=N\OS(=O)(=O)c1ccc2ccccc2c1)c1ccncc1 | -1.4% | -0.2% | -2.8% | 0.0% | 0.4% | -3.7% | -4.5% | -1.9% | -2.0% | -10.9 | 12.4%
COCCNC(=O)/C(C#N)=C/c1ccc(O)c([N+](=O)[O-])c1 | 3.4% | 3.3% | 2.0% | -8.6% | -4.5% | -2.5% | 11.8% | -6.7% | -4.8% | -7.0 | -13.5%
CCN(C(=O)CSc1nnc(SC)s1)c1c(N)n(Cc2ccccc2)c(=O)[nH]c1=O | -0.2% | 1.3% | -0.5% | -0.9% | -29.4% | -0.6% | -0.6% | -1.4% | 13.8% | 6.0 | 4.5%
Cn1c(C(=O)N2CCN(c3ccc(F)cc3)CC2)cc2ccccc21 | -2.2% | ? | 2.6% | -4.8% | 2.2% | . | 18.1% | -8.0% | -1.0% | -0.5 | 8.2%
O=C(NC1CC(=O)N(c2ccc(F)cc2)C1)N1CCN(C(=O)c2ccco2)CC1 (configuration not stated) | 6.0% | 10.8% | -7.5% | -1.5% | 0.0% | 4.6% | -6.9% | 0.8% | 2.5% | 4.7 | 4.2%
CCOC(=O)N=S(=O)(Oc1ccc([N+](=O)[O-])cc1)c1ccccc1 (configuration not stated) | 0.1% | 17.2% | 3.5% | 10.3% | -6.8% | 1.7% | -10.9% | -3.3% | 0.0% | -7.2 | 7.7%
CCS(=O)(=O)Nc1cccc(C2=NN(S(C)(=O)=O)C(c3cccs3)C2)c1 (configuration not stated) | -19.4% | 15.6% | 1.6% | -1.2% | 8.4% | -1.8% | 30.6% | 9.2% | 2.3% | 2.5 | -9.5%
O=C(CNc1cccc(Cl)c1)NNC(=S)NCc1ccccc1 | -2.6% | -7.6% | 10.1% | -2.2% | -20.1% | 5.5% | 7.5% | 0.7% | -3.8% | -14.3 | 3.0%
Cc1ccc(C2/C(=C(\O)c3ccc4c(c3)OCCO4)C(=O)C(=O)N2CC2CCCO2)cc1 (configuration not stated) | 8.2% | 1.3% | 1.1% | -11.2% | -1.9% | -24.9% | 10.0% | -4.2% | -1.8% | 10.1 | 4.0%
CCOC(=O)Cn1c(=NC(=O)CSC(C)=O)sc2cc(F)ccc21 | -0.2% | ? | 2.9% | 15.5% | -2.9% | 2.3% | 5.1% | -4.4% | -0.2% | -9.0 | 1.5%
CCN(CC(=O)NC1CCS(=O)(=O)C1)c1ccc(S(=O)(=O)N(CC)CC)cc1[N+](=O)[O-] (configuration not stated) | 1.9% | ? | . | 6.3% | -0.3% | -4.0% | 11.0% | 1.6% | -3.0% | 27.4 | 2.8%

3 entries out of the list, ordered by length of the SMILES, ascending.
SMILES | BCR signal inh | ELG1 repair inh | Mito fusion act | A-T KAP1 phos | Tb PFK block | TCR act | a7 integrin act | PTAP TSG101 blk | S-ASM inh | TSHR antagonist | Eya2 phos inh
COc1ccc2cc3cc(C(=O)NCCC(C)C)oc3nc2c1 | 11.6% | ? | 3.0% | 0.6% | -2.8% | -1.7% | 34.5% | 1.3% | 283.3%[activator] | -2.8 | -26.5%
CCN1CCCC1Cn1cnc2c([nH]c3cccc(Cl)c32)c1=O (configuration not stated) | ? | -4.3% | 4.8% | -1.8% | 0.8% | -82.6% | -19.1% | -7.1% | -5.0% | -10.3 | -3.2%
CC/C(=C1/C(=O)CC(C)(C)C(C(=O)OC)C1=O)N1CCCC1 (configuration not stated) | -5.0% | 5.2% | -3.5% | 0.6% | 0.2% | -1.0% | 14.6% | -2.3% | 4.1% | 19.2 | -3.8%
